Compound activity as filed in PubChem.
DT40 TDP1 no CPT = qHTS for Inhibitors of human tyrosyl-DNA phosphodiesterase 1 (TDP1): qHTS in cells in absence of CPT. DT40 Tdp1-/- hTDP1 cells, no CPT, ATP luminescence, 48 h. Potency, µM (titrated, usually from 46.2 µM), inactives show top-dose activity change, negative = growth inhibition, usual class: inhibitors. hit rate 15% among 420,000. AID 686978, 2013; note: nearly all actives have a fitted effect of over 55% in size
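Growth kinetics read by CellTiter-Glo luminescence after ≥48 hr at 37 °C. Cells: DT40 Tdp1-/- stably carrying human TDP1, 400 per well, compound exposure in the absence of CPT (DMSO vehicle).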
TDP1 inh = inhibitors of human tyrosyl-DNA phosphodiesterase TDP1; Q9NUW8; recombinant TDP1, AlphaScreen DNA substrate cleavage; Potency, µM (series often up to 130 µM), for inactives: top-dose activity change, negative = inhibition, most hits filed as inhibitors; hit rate 0.28% among 350,000; AID 485290; note: nearly all actives have a fitted effect of over 40% in size
Target sequence (Q9NUW8 whole entry, looked up): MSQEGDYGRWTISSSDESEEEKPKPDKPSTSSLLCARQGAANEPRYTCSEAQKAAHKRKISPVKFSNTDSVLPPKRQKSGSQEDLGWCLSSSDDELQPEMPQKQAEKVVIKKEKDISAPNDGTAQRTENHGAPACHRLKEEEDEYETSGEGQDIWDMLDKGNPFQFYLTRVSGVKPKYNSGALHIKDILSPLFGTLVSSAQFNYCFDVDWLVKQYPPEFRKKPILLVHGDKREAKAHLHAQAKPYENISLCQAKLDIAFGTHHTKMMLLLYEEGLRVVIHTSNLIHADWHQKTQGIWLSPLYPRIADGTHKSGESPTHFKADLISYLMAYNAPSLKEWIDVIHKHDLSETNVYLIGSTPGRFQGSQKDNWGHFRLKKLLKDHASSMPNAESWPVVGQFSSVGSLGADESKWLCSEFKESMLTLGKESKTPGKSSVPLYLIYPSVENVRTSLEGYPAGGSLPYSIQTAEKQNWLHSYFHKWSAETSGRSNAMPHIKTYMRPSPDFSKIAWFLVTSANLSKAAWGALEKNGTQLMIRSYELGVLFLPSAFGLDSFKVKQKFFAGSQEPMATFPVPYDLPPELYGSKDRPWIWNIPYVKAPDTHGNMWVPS
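Here, a 5' biotin and 3' phosphotyrosine-FITC DNA oligonucleotide reports Tdp1 activity: intact substrate bridges AlphaScreen beads, while cleavage leaves a 3' phosphate and drops signal. All incubations at room temperature.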
N370S GC mod = inhibitors or activators of N370S glucocerebrosidase for Gaucher disease. P04062. N370S GC spleen homogenate, 4MU-glucoside fluorescence. Potency, µM (titrated, usually from 59.4 µM), for inactives: at the top dose activity change, negative = inhibition, hits mostly inhibitors. hit rate 0.092% among 330,000. AID 2101;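 note: 0% = full enzyme activity and -100% = no enzyme basal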
* = called active by the depositor; ? = inconclusive; nt = no result given; & = joins results of further samples; [ ] = dose if it differs, or a comment. Calls come from the whole dose curve; as a rule, active = well fitted curve in the direction sought with a large enough effect; inconclusive = small, poorly fitted or top-dose-only effect, or another doubt; inactive = no such curve, though single readings can be large; an effect the other way counts as inactive or inconclusive. Unless noted, % is set by controls: 0 for no effect and ±100 for the full control effect; potency is the fitted concentration of half-maximal effect. A portion of the library (hit frequency here may not be typical).

The first 2 records as a preview:
Value order: DT40 TDP1 no CPT	TDP1 inh	N370S GC mod
> CC(C)Cn1c(=O)c2ccccc2n2c(CCC(=O)NCC3CCCO3)nnc12 (stereo not given)
    8.1%	3.0%	-8.8%
> CC(C)Cn1c(N)c(C(=O)CSc2nc3ccccc3c(=O)n2CCCN2CCOCC2)c(=O)n(C)c1=O
    nt	0.0%	-8.0%

Results, repeating the preview:
Value order: DT40 TDP1 no CPT	TDP1 inh	N370S GC mod
> CC(C)Cn1c(=O)c2ccccc2n2c(CCC(=O)NCC3CCCO3)nnc12 (stereo not given)
    8.1%	3.0%	-8.8%
> CC(C)Cn1c(N)c(C(=O)CSc2nc3ccccc3c(=O)n2CCCN2CCOCC2)c(=O)n(C)c1=O
    nt	0.0%	-8.0%
> O=C(O)C1CCN(c2nc(-c3ccccc3)c3cc(Br)ccc3n2)CC1
    ?	nt	11.1%
> COCCCNC(=S)N1CCN(S(=O)(=O)c2ccc(OC)cc2)CC1
    ?	0.0%	9.7%
> CCCCOC(=O)c1sc2nc(N3CCOCC3)c3c(c2c1N)CC(C)(C)OC3
    -11.5%	8.4%	17.7%
> O=C(c1ccc2snnc2c1)N1CCSCC1
    3.7%	-6.1%	-0.8%[2.35 µM]
> CC(CCc1ccco1)NC(=O)CCc1nnc2ccc(NCc3ccccc3)nn12 (stereo not given)
    21.5%	0.3%	-2.1%
> COC(=O)C1(S(=O)(=O)C2(C(=O)OC)CCCC2)CCCC1
    -4.4%	-1.0%	12.8%
> CCC(C)[C@H](NC(=O)N1CCN(C)CC1)C(=O)OC (stereo not given in full)
    -2.6%	3.4%	-2.4%
> Cc1cc(NC(=O)CSc2nc3ccccc3n2CC(C)C)no1
    -4.0%	4.9%	14.6%
> O=C(COC(=O)[C@H](Cc1ccccc1)NC(=O)c1ccco1)NCc1ccccc1
    -14.9%	3.4%	nt
> COc1cc(-c2nnc(SCCOc3ccc(Cl)cc3C)o2)cc(OC)c1OC
    -14.6%	5.7%	nt
> CC[C@@H](C)C(NC(=O)OC(C)(C)C)c1cn([C@@H](Cc2cc3ccccc3[nH]2)C(=O)N2CCN(C(=O)OC(C)(C)C)CC2)nn1 (stereo not given in full)
    23.1µM*	7.7%	-15.7%
> COc1ccc(OC)c(-c2csc(NC(=O)Cc3ccccc3F)n2)c1
    ?	5.0%	?
> O=C(COc1ccccc1)Nc1nonc1NC(=O)COc1ccccc1
    -12.1%	3.5%	-8.3%
> CC1(C)CC(=O)c2cnc(N3CCc4ccccc4C3)nc2C1
    ?	1.0%	-0.1%
> Oc1ccc2ccccc2c1C=NCc1cn2ccsc2n1
    -12.9%	8.1%	27.8%
> O=C(c1ccc(F)cc1)N1CCN(c2ccccn2)CC1
    -4.1%	nt	-0.7%
> CCC(C)N(C(=O)Cn1nc(C)c([N+](=O)[O-])c1C)C1CCS(=O)(=O)C1 (stereo not given)
    -0.2%	-8.5%[0.505 µM]	-4.3%
> O=C(Nc1ccc(Br)cc1Br)C1CC(=O)N(Cc2ccccc2)C1 (stereo not given)
    -25.6%	0.5%	?
> COc1ccc(CNC(=O)CCC(=O)N2CC(C)Oc3ccccc32)cc1 (stereo not given)
    0.5%	nt	-8.3%
> CC[C@H](CO)NCCN[C@H](CC)CO
    -9.4%	5.5%	9.7%
> CCC1CCCCN1CCCNC(=O)c1ccc2c(c1)NC(=O)CN2C (stereo not given)
    15.4%	1.4%	5.7%
> O=C(COC(=O)C1CC1)NCc1ccc(Cl)cc1Cl
    -0.4%	-0.2%	nt
> COc1ccc2[nH]cc(CCNc3ccnc(-c4ccc(N(C)C)cc4)n3)c2c1
    0.92µM*	nt	?
> CSCCC(NC(=O)c1ccc(Cl)cc1)C(=O)OCC(=O)Nc1ccc(C#N)cc1 (stereo not given)
    -11.8%	1.1%	8.9%
> CN1C(=O)[C@H]2[C@@H](C3CC3)N3C(=O)CN(Cc4ccccn4)C(=O)[C@@]3(Cc3ccccc3)[C@H]2C1=O
    5.8%	nt	-12.7%
> C=CCNC(=O)N1CCC(c2nc3ccccc3s2)CC1
    2.4%	nt	-8.7%
> COc1ccc(-n2nnnc2SCC(=O)Nc2nnc(C)s2)cc1OC
    ?	4.2%	3.9%
> Cc1cc(C)c(S(=O)(=O)NCCc2cc3ccc(C)c(C)c3[nH]c2=O)c(C)c1
    18.4µM*	0.4%&2.5%	-8.0%
> CCOc1ccccc1Oc1c(C)oc2cc(OC(=O)N3CCOCC3)ccc2c1=O
    -19.1%	0.0%	16.1%
> CCCC(=O)N(CCN1CCOCC1)c1nc2c(OC)ccc(C)c2s1
    ?	6.8%	-4.8%
> O=C(CN1CCN(c2cccc(C(F)(F)F)c2)CC1)N(C1CC1)C1CCS(=O)(=O)C1 (stereo not given)
    -1.7%	0.0%	nt
> O=C(O)COc1ccc(NC(=O)c2ccc(NC(=O)c3ccco3)cc2)cc1
    -18.2%	2.4%	1.1%
> Oc1cccnc1CCc1ccccc1
    20.4%	0.0%	?
> CS(=O)(=O)c1ccc(NC(=O)CCN2C(=O)C3CC=CCC3C2=O)cc1 (stereo not given)
    5.2%	nt	-12.4%
> COc1ccc(F)cc1S(=O)(=O)Nc1ccc(C)cc1
    23.1µM*	0.0%	2.9%
> COc1ccc(N2CCN(S(=O)(=O)CCNC(=O)C3CCCCC3)CC2)cc1
    -1.1%	0.1%	-3.6%
> Cc1cccc(NC(=O)COc2ccc(-c3nn(C)c(=O)c4ccccc34)cc2)c1
    16.4µM*	3.8%&-5.3%	3.0%
> Cc1cc(NC(=O)c2ccc(C#N)cc2)n(-c2ccccn2)n1
    ?	-5.0%	2.7%
> COc1ccc(NC(=O)COC(C)=O)cc1OC
    0.9%	3.5%	-6.3%
> Cc1ccccc1NC(=O)c1sc(NC(=O)C2CC2)nc1C
    ?	0.5%	-13.2%
> CCOC(=O)Nc1cccc(NC(=O)c2cc(OC)cc(OC)c2)c1
    ?	-6.5%[56.1 µM]	10.3%
> OC(COCc1ccccc1)CN1CCCC1 (stereo not given)
    -7.6%	1.9%	6.3%
> CC1CCC(NC(=O)CN(C)S(=O)(=O)c2cccc3cccnc23)CC1 (stereo not given)
    -25.8%	nt	-14.5%
> Cc1ccc(NC2CCCN(C(=O)c3ccnc(Cl)c3)C2)cc1C (stereo not given)
    5.1%	2.2%	-14.5%
> COC(=O)[C@@H](NC(=O)NCc1ccccc1F)C(C)C
    0.9%	3.9%	5.6%
> CCN(CC)S(=O)(=O)c1ccc(OC)c(NC(=O)c2sc3ccccc3c2Cl)c1
    -17.4%	3.2%	nt
> Cc1ccc(C(=O)NC(C)c2ccc(-n3ccnc3)cc2)o1 (stereo not given)
    1.2%	nt	-24.9%
> CCC(=O)NC(c1ccc(OC)c(OC)c1)c1cc(Cl)c2cccnc2c1O (stereo not given)
    4.61µM*	7.2%	20.2%
> CC(=O)Nc1ccc(S(=O)(=O)Nc2cccc(NC(=O)C(C)(C)C)c2)cc1
    -25.7%	2.8%	16.4%
> CN(CC(=O)Nc1ccc(Cl)cc1)C(=O)CCc1nc2sc3c(c2c(=O)[nH]1)CCCC3
    ?	nt	-1.2%
> Cc1ccn2c(CNCCCn3cccn3)c(C(=O)N3CCCCCC3)nc2c1
    -5.7%	-7.7%	2.8%
> Cc1cc(Cl)c2oc(C(=O)N(C)CCCN3CCOCC3)c(C)c2c1
    16.4µM*	3.0%	-26.9%
> C/C(=N/NC(=O)CNC(=O)c1ccc2c(c1)OCO2)c1ccc2c(c1)CCCC2
    -19.1%	3.5%	7.3%
> COc1ccc(CCn2c(=N)c(C(=O)N3CCN(C)CC3)cc3c(=O)n4ccccc4nc32)cc1
    -24.2%	-1.2%	-9.1%
> Cc1csc(=Nc2c(C)n(C)n(-c3ccccc3)c2=O)n1-c1ccccc1
    19.8%	-2.5%	2.1%
> CCCCCCCC(=O)OC[C@H](CO)OC(=O)CCCCCCC
    5.5%[4.12 µM]	2.4%&6.9%	12.8%&-5.5%
> CC(C)(C)c1cc(C(=O)NNc2cc(C(F)(F)F)ccc2Cl)n(Cc2ccccc2)n1
    20.6µM*	1.2%	9.8%
> O=C(O)CCCCCCCCc1cn(CCc2c[nH]c3ccccc23)nn1
    -9.1%&-9.9%	nt	-11.6%

3 entries from above, arranged by molar mass, low to high.
Value order: DT40 TDP1 no CPT	TDP1 inh	N370S GC mod
> CC(=O)Nc1ccc(S(=O)(=O)Nc2cccc(NC(=O)C(C)(C)C)c2)cc1
    -25.7%	2.8%	16.4%
> Cc1ccn2c(CNCCCn3cccn3)c(C(=O)N3CCCCCC3)nc2c1
    -5.7%	-7.7%	2.8%
> O=C(CN1CCN(c2cccc(C(F)(F)F)c2)CC1)N(C1CC1)C1CCS(=O)(=O)C1 (stereo not given)
    -1.7%	0.0%	nt

The results go on:
Value order: DT40 TDP1 no CPT	TDP1 inh	N370S GC mod
> C=CCNC(=S)NNC(=O)c1ccc2c(c1)OCO2
    -12.3%	4.0%	1.5%
> COc1ccc(-c2coc3c(C)c4oc(=O)c(CC(=O)O)c(C)c4cc23)cc1
    -9.8%	nt	-5.4%
> Cc1cc2ncc(-c3ccc(Cl)cc3)c(N)n2n1
    ?	6.5%	-13.3%
> CC(C)(C)Cc1nnc(NC(=O)c2cc(-c3ccccc3)nc3ccccc23)s1
    -26.7%	4.7%	0.1%
> Cc1ccc(N2C(=O)CS(=O)(=O)C23C(=O)Nc2ccccc23)cc1C (stereo not given)
    -21.1%	3.2%	nt
> CCNc1nc(NCC)nc(OCCOC(C)=O)n1
    1.9%	5.2%	13.4%
> Cc1cccc(NC(=S)NC(C)C(c2cccs2)N2CCN(C)CC2)c1C (stereo not given)
    -2.3%	3.1%	-7.3%
> CCS(=O)(=O)Nc1cccc(C2=NN(S(=O)(=O)c3ccccc3)C(c3cccs3)C2)c1 (stereo not given)
    2.9%	4.1%	-4.5%
> CCOC(=O)c1c(C)[nH]c(C)c1S(=O)(=O)N(C)CC(=O)Nc1ccccc1
    -10.9%	2.2%	5.4%
> O=C1CCNc2c(Cl)cc(Cl)cc21
    -10.1%	0.0%	-1.0%
> O=C(Cc1cccs1)N1CCC(c2nc3c(nnn3Cc3ccc(F)cc3)c(=O)[nH]2)CC1
    -15.7%	7.7%	-10.6%
> CCC(C(=O)OCC(=O)Nc1ccc2[nH]c(=O)[nH]c2c1)c1ccccc1 (stereo not given)
    -3.1%	nt	3.8%
> Cc1ccc(S(=O)(=O)/N=C(/Nc2ccc(F)cc2F)c2ccc(F)cc2)cc1
    1.4%	2.0%	-11.6%
> O=C(NCc1ccc2c(c1)CCN2C(=O)c1ccncc1)c1cccc(Cl)c1
    ?	3.4%	nt
> O=C(Nc1ccccc1)c1ccc(NCCN2C(=O)CCC2=O)c([N+](=O)[O-])c1
    ?	1.2%	10.4%
> Clc1ccc(/C=N\Nc2ccccc2)cc1
    -25.7%	nt	-1.6%
> CN(C(=O)c1ccccc1[N+](=O)[O-])c1ccccc1C(=O)NCc1ccccc1
    -38.3%	3.2%	0.2%
> CC1(c2ccc(Cl)c(Cl)c2)NC(=S)N2C1NC(=S)N2c1ccccc1 (stereo not given)
    ?	3.9%	1.5%
> CC1CN(c2nnc(-c3ccccc3)c3ccccc23)CC(C)O1 (stereo not given)
    ?	-5.1%	2.2%
> O=S(=O)(NCCNS(=O)(=O)c1cccs1)c1cccs1
    3.5%	1.0%	6.0%
> O=C(CN1CCc2ccccc21)Nc1ccc2c(c1)OCO2
    -21.3%	6.3%	-0.3%
> CC1Sc2ccc(S(=O)(=O)NCCc3ccc(Cl)cc3)cc2NC1=O (stereo not given)
    ?	1.1%	-1.7%
> O=C(COC(=O)c1ccc(S(=O)(=O)N2CCCCC2)cc1)Nc1ccccc1Cl
    -2.1%	1.3%	6.1%
> Cc1ccc(N(C)C(=O)C2CCCN2S(=O)(=O)c2cccc3nsnc23)cc1 (stereo not given)
    ?	1.3%	5.1%
> COc1ccc(C(=O)Nc2ccc3nc(C)sc3c2)cc1OC
    -16.9%	0.0%	-1.4%
> CCCCCCn1c(C(C)O)nc2ccccc21 (stereo not given)
    ?	0.0%	20.3%
> Cc1ccccc1NC(=O)Cn1c(=O)n(Cc2ccc3c(c2)OCO3)c(=O)c2ccc(C(=O)NC3CCCCC3)cc21
    7.31µM*	-7.0%	nt
> O=c1c(-c2cc(-c3ccccc3)nc3c2COc2ccc(Cl)cc2-3)coc2ccccc12
    -7.8%	-1.9%	nt
> CCn1c(=O)c2cc(C(=O)NC3CCC(C)CC3)sc2c2ccccc21 (stereo not given)
    -84.6%	1.2%	nt
